High-throughput results (PubChem)
DTT redox prof – compounds producing H2O2 with reducing agent – biochemical, NIH compound library profiling, artefact control for MLSCN library redox annotation, primary screen. DTT-dependent redox cycling H2O2, phenol red/HRP absorbance; 100% = 100 µM peroxide control, 0% = buffer. activation, % at 10 µM. 200,000 compounds, 0.03% hits. AID 878;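 active = activation of at least 50% relative to the plate's high and low controls in the primary single-dose screen; inactive = activation below 50%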;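 also: compound incubated with DTT at 0.8 mM final as the reducing agent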
G6PDH counter – inhibits Leuconostoc G6PDH, flagging false hits in G6PDH-based assays | Purified L. mesenteroides G6PDH, diaphorase/resazurin coupled fluorescence, 45 min | inhibition, % at 5 µM | 200,000 compounds, 0.12% hits
S1P3 antagonist – blocks the human S1P3 receptor. Q99500. CHO S1P3 NFAT-BLA reporter, FRET fluorescence, antagonist mode. inhibition, % at 4.98 µM. 170,000 compounds, 0.27% hits. AID 485;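 active = inhibition above the plate cutoff, the mean inhibition of test wells on that plate plus 3 SD, cut at about 28% in these data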;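 also: cells challenged with S1P at its EC80 of 0.8 µM; blue over green emission ratio from cleaved BLA substrate after 4 h stimulation; 0% = S1P-stimulated wells and 100% = unstimulated DMSO-only wells; some compounds past the cut are filed as inactive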
Target sequence (Q99500 whole entry, looked up): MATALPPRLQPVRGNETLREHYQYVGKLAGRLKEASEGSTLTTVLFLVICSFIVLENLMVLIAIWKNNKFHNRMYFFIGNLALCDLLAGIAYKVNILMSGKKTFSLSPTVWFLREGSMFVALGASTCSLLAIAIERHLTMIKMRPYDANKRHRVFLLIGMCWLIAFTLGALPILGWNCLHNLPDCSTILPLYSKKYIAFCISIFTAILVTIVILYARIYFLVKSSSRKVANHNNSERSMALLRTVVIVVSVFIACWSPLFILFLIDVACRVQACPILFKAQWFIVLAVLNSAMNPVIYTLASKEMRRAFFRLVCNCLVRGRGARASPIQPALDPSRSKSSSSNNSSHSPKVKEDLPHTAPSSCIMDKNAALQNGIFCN
PMI act hi M6P – increases human PMI activity with near-saturating mannose 6-phosphate; P34949; coupled PMI enzyme assay, resazurin fluorescence, 20 min; stronger effect = higher value; 1 = untreated enzyme, 0 = substrate-free blank; activation factor at 20 µM; 190,000 compounds, 0.34% hits; AID 1216;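 active = activation factor of 2 or more at 20 µM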
Target sequence (P34949 whole entry, looked up): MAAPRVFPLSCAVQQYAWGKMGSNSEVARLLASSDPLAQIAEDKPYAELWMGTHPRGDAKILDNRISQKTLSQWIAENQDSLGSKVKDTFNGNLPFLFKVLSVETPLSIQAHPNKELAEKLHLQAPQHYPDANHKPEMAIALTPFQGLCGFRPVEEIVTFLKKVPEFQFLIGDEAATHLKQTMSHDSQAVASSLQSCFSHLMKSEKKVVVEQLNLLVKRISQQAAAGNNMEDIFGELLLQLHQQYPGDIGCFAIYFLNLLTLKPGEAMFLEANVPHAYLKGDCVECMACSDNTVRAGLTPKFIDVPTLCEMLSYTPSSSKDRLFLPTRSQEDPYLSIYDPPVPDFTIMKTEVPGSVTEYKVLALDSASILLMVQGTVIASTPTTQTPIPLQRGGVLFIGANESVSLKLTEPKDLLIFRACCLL
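Material: human phosphomannose isomerase with PGI, G6PDH, diaphorase coupling enzymes. Quantity: 15 ng/mL PMI. Medium: HEPES pH 7.4 buffer with MgCl2 and Tween-20. Reagent: Near-saturating mannose-6-phosphate, 1.0 mM. Compound: 20 µM single dose. Times: enzyme reaction with compound 20 min at room temperature. Detection: resorufin fluorescence at Ex 544/Em 590 nm.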
TLR4-MyD88 BLA – blocks binding of human TLR4 to MyD88 | O00206+Q99836 | HeLa CL3-4 TLR4/MyD88 BLA complementation, FRET ratio | inhibition, % at 8.4 µM | 200,000 compounds, 0.18% hits | AID 861; in the data active = inhibition above about 25%;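 also: 0% = vehicle and 100% = reference inhibitor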
Hsp70 activator – transcriptional activators of Hsp70; HeLa Hsp70 promoter luciferase reporter, luminescence; scaled: vehicle 0, proteasome-inhibitor control 100%; activation, % at 10 µM; 200,000 compounds, 0.04% hits;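 active = activation above the mean across all tested compounds plus 3 SD, cutoff set per campaign, cut at about 5.5% in these data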;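 also: 100% = MG132 at 30 µM as the positive control and 0% = DMSO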
RAM network inh – blocks the yeast RAM network; S. cerevisiae dse1pr::URA3 reporter, 5-FOA growth OD615, 2 d; analog-sensitive cbk1-as2 kinase mutant strain; inhibition, % at 50 µM; 190,000 compounds, 1.8% hits;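 active = inhibition above a set limit, 3 SD over mean compound inhibition, cut at about 8.4% in these data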;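 also: 0% = DMSO-only wells with no growth and 100% = 10 µM 1-NA-PP1 full growth; inhibition rescues growth on 5-FOA so higher OD means more RAM inhibition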
PMI activator – phosphomannose isomerase (human) activation; 190,000 compounds, 0.005% hits; P34949; purified human PMI, coupled resazurin fluorescence, 20 min; stronger effect = higher value; 1 = vehicle control, 0 substrate-free wells; AID 1214; activation factor at 20 µM;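 active = activation factor of 2 or more at 20 µM, relative to plate controls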
L major viab – inhibitors of Leishmania major promastigote growth. Leishmania major promastigotes, resazurin fluorescence viability. inhibition, % at 10 µM. 200,000 compounds, 9% hits;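 also: promastigotes grown with compound for 44 hours at 28 °C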
Diaph act CS – diaphorase activation or chemical reduction counter-screen; Diaphorase/resazurin coupled assay, resorufin fluorescence, 16 min; stronger effect = higher value; 1 = vehicle wells, 0 = NADH-free wells; activation factor at 20 µM; AID 1229; 190,000 compounds, 0.005% hits;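 active = diaphorase activity raised at least twofold by the compound at 20 µM; inactive = activation factor below 2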
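test system = bacterial diaphorase enzyme (C. kluyveri) | quantity = enzyme 0.07 U/mL final | reagent = NADH substrate 0.114 mM plus resazurin dye 0.1 mM, final | incubation = 16 min enzyme reaction, ambient temperature | buffer or medium = HEPES pH 7.4 buffer with MgCl2 and Tween 20 | signal = fluorescence of resorufin, 544 nm excitation, 590 nm emission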
Diaphorase inh – counter-screen for diaphorase-based assays: diaphorase inhibitors and chemical oxidizers; diaphorase resazurin-to-resorufin fluorescence, NADH, 16 min; bacterial (C. kluyveri) enzyme, not human; inhibition, % at 20 µM; 190,000 compounds, 0.69% hits; AID 1217;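 active = primary screen inhibition at 20 µM above a set limit, cut at about 50% in these data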;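 also: plate controls were DMSO with full reaction for no effect and wells lacking NADH for full effect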
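System: Diaphorase enzyme from Clostridium kluyveri | Amount: Enzyme working solution with 0.14 U/mL diaphorase | Benchmarks: No-NADH positive control and DMSO neutral control | Signal: Fluorescence of resorufin formed from resazurin, Ex 544/Em 590 nm | Schedule: 16-min room-temperature incubation before reading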
* hit, by the source's call; . = no result given. Rule as the data show it, unless noted: active = inhibition above about 50%; inactive = the rest. The order is random. Share with any hit: about 12%.

SMILES | DTT redox prof | G6PDH counter | S1P3 antagonist | PMI act hi M6P | TLR4-MyD88 BLA | Hsp70 activator | RAM network inh | PMI activator | L major viab | Diaph act CS | Diaphorase inh
S=C(NCCc1ccccc1)N/N=C/C1CCCCC1 | 0.5 | 2.7 | -24.8 | 1 | 5.9 | 0.1 | 3.2 | 1 | 21.0 | 0.9 | 13.4
CCOc1cc(S(=O)(=O)NCc2ccccn2)ccc1Cl | -0.1 | 3.4 | . | 1.1 | 12.1 | -0.2 | 0.6 | 1.1 | -1.8 | 0.9 | 9.4
CCNc1nc(NC(C)C)nc(OCCOC(=O)c2ccccc2)n1 | -1.4 | 2.2 | . | 1 | 6.5 | -0.4 | 0.6 | 1 | 14.2 | 0.9 | 10.3
Cc1sc(NC(=O)/C=C/c2ccc(C(C)C)cc2)c(C#N)c1C | 16.0 | -4.1 | . | 0.9 | 5.7 | 0.0 | 4.1 | 1 | -0.4 | 1 | 3.8
COc1ccc(C2CC(c3cccs3)=NN2C(=O)CSC2=NN3CCCC(=O)N=C3S2)cc1 (stereo unspecified) | -0.1 | -36.0 | . | 0.8 | -2.1 | -0.5 | 1.6 | 0.9 | 11.2 | 0.9 | 13.5
CC(C)(C)CC(=O)Nc1cccc(-c2cn3cccnc3n2)c1 | 0.3 | 1.2 | -12.1 | 1.1 | -4.9 | 0.2 | 1.1 | 1.1 | -1.7 | 1 | 4.2
N#CCOC(=O)c1sccc1-n1cccc1 | -10.7 | 4.0 | . | 1 | 1.8 | -0.1 | 0.6 | 0.9 | -3.4 | 0.9 | 12.1
Cc1cccc(NC(=O)COn2nnc3ccc(S(C)(=O)=O)cc32)c1 | 3.3 | -0.5 | -3.7 | 1.1 | 6.0 | -0.2 | 2.8 | 1.1 | 1.1 | 1 | 2.9
CCOc1ccccc1N1CCN(C(=O)Nc2cccc(Cl)c2)CC1 | 2.3 | -0.3 | 20.9 | 0.9 | -9.2 | 0.0 | -0.3 | 0.9 | 15.1 | 0.9 | 9.0
CCOC(=O)c1ccccc1NC(=O)C1CC(=O)N(c2ccccc2)C1 (stereo unspecified) | -0.4 | 2.5 | 0.2 | 1.1 | -3.4 | -0.2 | -0.8 | 1.1 | -7.6 | 1.1 | -14.5
CN(C[C@H](Cc1ccccc1)N(C[C@H](Cc1ccccc1)N(CCC(C)(C)C)N=O)N=O)N=O | 0.7 | 5.8 | -0.4 | 0.9 | -11.2 | -0.4 | 12.8* | 0.9 | 35.7 | 0.7 | 26.4
Cc1occc1C(=O)NNC(=O)Nc1ccc(F)cc1F | 0.0 | 14.9 | -26.3 | 0.9 | 1.8 | -0.3 | 0.2 | 0.8 | -7.4 | 1 | 2.0
CCC(=O)N1CCc2cc(S(=O)(=O)NCCN3CCCCC3CC)ccc21 (stereo unspecified) | -0.1 | 16.7 | . | 0.9 | -7.9 | -0.4 | 1.1 | 0.8 | 0.2 | 0.9 | 5.0
C=CCOc1cccc(C2/C(=C(/O)c3ccc(C)cc3)C(=O)C(=O)N2CCN2CCOCC2)c1 (stereo unspecified) | -0.5 | 11.5 | -24.0 | 1.6 | 1.0 | 0.1 | -0.1 | 1.2 | -8.5 | 0.9 | 10.0
Cc1ccc(-c2ccnc(=S)[nH]2)cc1 | -3.6 | -1.1 | . | 0.9 | -8.3 | 0.4 | 0.8 | 0.9 | -2.4 | 0.3 | 66.7*
C=CCn1c(CCNC(=O)c2ccccc2F)nnc1SCC(=O)Nc1nc(C)cs1 | -0.3 | -15.9 | -27.2 | 1 | 0.6 | 0.1 | 2.2 | 0.9 | -5.0 | 0.8 | 15.2
O=S(=O)(O)c1nc2ccccc2n1Cc1ccccc1 | -3.3 | 4.7 | . | 1 | 7.1 | -0.2 | 0.3 | 1 | -8.2 | 0.9 | 11.6
CN(Cc1ccccc1)c1ccc(S(=O)(=O)N2CCC(C(=O)O)CC2)cc1[N+](=O)[O-] | -2.0 | 6.4 | -7.4 | 0.9 | 1.9 | -0.2 | 5.2 | 0.9 | -6.1 | 0.9 | 9.9
Cc1cccc(OC(C)C(=O)N/N=C\c2ccncc2)c1 (stereo unspecified) | -0.5 | -1.6 | -4.4 | 1.1 | -25.3 | 0.1 | 1.0 | 1.1 | -2.2 | 1.1 | -12.2
CCCCC(=O)Nc1ccc(C(=O)NNC(=O)c2ccc(C)c(Br)c2)cc1 | 0.3 | -7.8 | -3.7 | 0.9 | -7.0 | -0.3 | 1.7 | 0.9 | -1.2 | 1.1 | -7.1
Nc1ccccc1Sc1nc2ccccc2[nH]1 | -1.6 | -3.3 | -8.7 | 1.8 | 7.3 | 0.1 | -0.2 | 0.9 | -13.2 | 1.1 | -9.1
CCOP(=O)(OCC)c1nc(-c2ccc(Cl)cc2Cl)oc1N1CCCCC1 | -2.3 | 0.2 | -8.2 | 0.9 | 4.3 | 0.0 | -2.0 | 1 | 28.8 | 0.8 | 24.7
Cc1ccc(C(=O)Nc2nc3ccc(S(C)(=O)=O)cc3s2)o1 | 2.7 | 0.6 | . | 1 | 7.5 | 1.3 | 1.9 | 1 | -2.5 | 0.9 | 8.2
O=Cc1ccccc1-n1cccn1 | 0.5 | -4.6 | -15.7 | 1 | 10.1 | -0.2 | -0.7 | 1 | -6.8 | 0.9 | 6.9
O=C(CCC(=O)c1cccs1)Nc1ccccc1F | 2.0 | 5.1 | -10.4 | 1 | -1.4 | -0.3 | 2.6 | 1 | -2.2 | 0.9 | 13.5
O=C(CSc1nnc(-c2ccccc2)n1Cc1ccco1)Nc1ccc2c(c1)OCCO2 | -0.4 | -0.7 | -25.2 | 1 | 17.3 | -0.1 | 6.2 | 1 | 36.7 | 0.9 | 14.7
CCn1c(N)c(C(=O)N2CCOCC2)sc1=S | 3.6 | -3.5 | -3.7 | 1 | -10.7 | 0.4 | 2.5 | 0.9 | -6.8 | 0.9 | 10.0
COC(=O)[C@H]1C[C@@H]1[C@H](NC(=O)c1ccccc1)c1ccccc1 | 0.3 | 14.5 | -0.1 | 1.2 | -16.8 | -0.3 | 0.4 | 1.2 | 15.1 | 1.1 | -14.5
Cc1cnc(C(=O)N2CCCC(C(=O)c3cccc(OC(C)C)c3)C2)cn1 (stereo unspecified) | -0.3 | 8.6 | -6.4 | 1 | -16.4 | -0.1 | 0.6 | 1 | -4.3 | 0.9 | 12.3
Cc1cc(=O)oc2cc(OCCSCCN3CCOCC3)ccc12 | -2.2 | 5.8 | . | 0.9 | 6.5 | -0.2 | 0.7 | 0.9 | 33.1 | 0.9 | 14.5
C=CCOC(=O)C1=C[C@@H](c2ccc3c(c2)OCO3)C[C@@H](OCc2ccc(CO)cc2)O1 | 0.2 | 10.6 | -15.9 | 0.8 | 4.0 | -0.1 | 4.7 | 0.9 | 8.6 | 0.6 | 39.3
COc1ccc(CNCCNC(=O)c2cccs2)cc1OC | 0.4 | 5.7 | -13.9 | 0.9 | 1.1 | -0.1 | 0.7 | 0.9 | -2.6 | 0.9 | 14.9
COCCn1nnnc1CN1C2CCCC1CC(NC(C)=O)C2 (stereo unspecified) | 1.2 | 2.9 | . | 1 | -3.6 | -0.4 | 0.9 | 1 | -4.7 | 1 | 4.3
Cc1cc(C(=O)COC(=O)C2=NNC(=O)CC2)c(C)n1CCc1ccccc1 | -1.8 | 10.4 | -16.0 | 0.9 | -3.2 | -0.1 | 4.0 | 0.9 | -4.3 | 0.9 | 13.1
CN1CCN(C(=O)N2c3ccccc3C=Cc3ccccc32)CC1 | -2.5 | 1.4 | -4.9 | 1 | 5.9 | -0.3 | 0.0 | 1 | -2.8 | 0.9 | 8.0
O=c1oc2ccccc2n1CSC1=NCCS1 | 0.4 | 1.3 | -16.2 | 1 | 12.4 | -0.4 | -0.2 | 1 | 23.3 | 0.9 | 5.0
CCCOC(=O)C1=C(C)NC(=O)NC1c1ccc(Br)s1 (stereo unspecified) | -0.1 | 14.4 | -10.0 | 0.9 | 9.1 | -0.3 | 2.4 | 0.9 | 9.9 | 0.8 | 20.0
O=C(O)CCn1c(C2CCCCC2)nc2ccccc21 | -2.9 | 0.2 | -6.2 | 0.9 | 6.2 | -0.1 | 1.7 | 0.9 | -8.2 | 0.8 | 23.1
COc1cc(/C=C/C(=O)Nc2nnc(C(C)(C)C)s2)cc(OC)c1OC | -0.4 | -8.1 | -8.2 | 1.1 | -8.8 | -0.2 | 2.8 | 1.1 | 0.3 | 1.1 | -10.8
COc1ccc(-c2csc(NC(=O)CCn3cnc4ccccc4c3=O)n2)cc1OC | 1.5 | 1.3 | . | 0.9 | 5.1 | -0.3 | 1.5 | 0.9 | 4.1 | 0.9 | 9.2
O=C(COC(=O)c1ccc(S(=O)(=O)NCc2ccco2)cc1)NCCC1=CCCCC1 | -0.1 | -1.7 | -10.1 | 1.2 | -7.2 | -0.2 | 2.6 | 1.1 | -8.8 | 1 | -0.6
COc1cc(S(=O)(=O)N2CCN3CCCC3C2)ccc1-n1cnnn1 (stereo unspecified) | -0.9 | 0.9 | -7.1 | 1.1 | 6.6 | -0.4 | -0.3 | 1.1 | -5.0 | 1 | 2.4
O=C(C[n+]1cc(-c2ccc(Br)cc2)n2c1CCCCC2)c1ccccc1 | -1.5 | 8.8 | 4.3 | 0.9 | 12.6 | 0.8 | 2.0 | 1 | 33.7 | 1 | 1.4
CCOC(=O)c1[nH]c2c(c1C)C(=O)CC(c1ccc(OC)c(OC)c1)C2 (stereo unspecified) | 1.5 | 3.1 | . | 1 | -13.1 | -0.2 | 8.4 | 1 | -3.0 | 0.9 | 7.4

Single records, as listed above.
O=C(O)CCn1c(C2CCCCC2)nc2ccccc21 is entered as DTT redox prof = -2.9; G6PDH counter = 0.2; S1P3 antagonist = -6.2; PMI act hi M6P = 0.9; TLR4-MyD88 BLA = 6.2; Hsp70 activator = -0.1; RAM network inh = 1.7; PMI activator = 0.9; L major viab = -8.2; Diaph act CS = 0.8; Diaphorase inh = 23.1
COc1ccc(-c2csc(NC(=O)CCn3cnc4ccccc4c3=O)n2)cc1OC is entered as DTT redox prof = 1.5; G6PDH counter = 1.3; S1P3 antagonist = .; PMI act hi M6P = 0.9; TLR4-MyD88 BLA = 5.1; Hsp70 activator = -0.3; RAM network inh = 1.5; PMI activator = 0.9; L major viab = 4.1; Diaph act CS = 0.9; Diaphorase inh = 9.2
